CIT2-GFP yeast – modulators of CIT2-GFP expression in yeast, primary screen, S. cerevisiae, GFP fusion, multiplex flow cytometry, MLPCN library | GFP response vs DMSO, % at 10 µM | S. cerevisiae CIT2-GFP strain, 3 h; 100 means same as DMSO wells | actives 0.065% (n = 320,000) | AID 2029, 2009;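 active means GFP response relative to DMSO above a set limit, near the screen mean plus 3 SD, cut at about 150% in these data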;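 further: ratio of well median GFP fluorescence to mean of DMSO wells on the plate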
procasp7 counter – procaspase-7 activators, primary screen, counter-screen for procaspase-3 activator project, biochemical, absorbance, HTS, human; AID 463210, 2010; actives 0.093% (n = 330,000); activation, % at 8.5 µM; recombinant procaspase-7, Ac-DEVD-pNA absorbance 405 nm; D23A/D198A/D206A triple mutant, cannot self-cleave; scale: DMSO 0, 5 µM enzyme 100;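 active means percent activation above the screen-wide mean plus 3 SD, cut at about 25% in these data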
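Assay system – Uncleavable procaspase-7 mutant enzyme · Quantity – 2 µM procaspase-7 mutant as dispensed · Times – 1 h preincubation, 2 h reaction · Dosing – single nominal 8.5 µM compound dose, 0.8% DMSO final · Buffer or medium – Zinc-free 50 mM HEPES buffer, pH 7.4, with NaCl and Triton X-100 · Detection – Epi-absorbance of released pNA at 405 nm, two timepoints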
AGP1 TOR yeast – modulators of AGP1-GFP expression in yeast TOR pathway, primary screen, cell-based, multiplex flow cytometry, S. cerevisiae, MLPCN library. actives 0.02% (n = 320,000). 3 h; GFP as percent of DMSO wells. GFP response vs DMSO, % at 10 µM;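 active means GFP response relative to DMSO above a set limit, near screen average plus 3 SD, cut at about 150% in these data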;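 further: median GFP channel fluorescence of the gated AGP1 strain per well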
AHR act – AHR activators, primary screen, cell-based, luminescence, luciferase reporter, human; AHR-responsive luciferase reporter cells; activation, % at 5 µM; actives 2.5% (n = 320,000); AID 2796, 2010; in the data active means activation above about 47%;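 further: 0% = vehicle wells and 100% = reference agonist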
Target sequence (P35869 whole entry, looked up): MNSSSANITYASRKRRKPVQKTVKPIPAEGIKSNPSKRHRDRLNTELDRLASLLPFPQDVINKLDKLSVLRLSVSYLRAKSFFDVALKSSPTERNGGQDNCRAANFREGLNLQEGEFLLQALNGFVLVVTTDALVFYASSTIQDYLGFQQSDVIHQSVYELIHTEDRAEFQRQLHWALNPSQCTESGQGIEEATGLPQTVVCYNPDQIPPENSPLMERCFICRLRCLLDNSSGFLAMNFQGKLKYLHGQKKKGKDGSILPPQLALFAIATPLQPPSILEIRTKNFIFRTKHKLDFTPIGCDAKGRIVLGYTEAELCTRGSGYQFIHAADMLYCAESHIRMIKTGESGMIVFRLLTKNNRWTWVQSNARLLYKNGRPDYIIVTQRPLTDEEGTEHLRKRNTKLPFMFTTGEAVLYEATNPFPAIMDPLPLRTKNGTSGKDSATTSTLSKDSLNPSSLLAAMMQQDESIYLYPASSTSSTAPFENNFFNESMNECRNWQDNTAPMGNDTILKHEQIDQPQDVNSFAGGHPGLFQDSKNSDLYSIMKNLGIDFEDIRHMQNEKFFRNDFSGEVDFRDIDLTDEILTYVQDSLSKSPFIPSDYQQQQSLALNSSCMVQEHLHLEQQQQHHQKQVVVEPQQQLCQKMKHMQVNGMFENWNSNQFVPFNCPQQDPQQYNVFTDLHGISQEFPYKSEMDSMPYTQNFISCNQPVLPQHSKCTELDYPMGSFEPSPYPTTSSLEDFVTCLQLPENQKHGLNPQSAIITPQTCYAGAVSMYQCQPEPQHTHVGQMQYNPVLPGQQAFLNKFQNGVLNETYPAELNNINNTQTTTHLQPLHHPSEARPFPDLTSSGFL
procasp3 activ – activators of human procaspase-3 D3A mutant, primary screen, biochemical, absorbance, PC-3 D3A mutant, single concentration | recombinant procaspase-3 D3A, Ac-DEVD-pNA absorbance 405 nm | actives 0.11% (n = 330,000) | activation, % at 8.5 µM;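 active means activation above the mean of all tested compounds plus 3 SD, cut at about 21% in these data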;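 further: 0% = DMSO alone and 100% = DMSO wells spiked with extra 5 µM PC-3 D3A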
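Technique: 405 nm absorbance of p-nitroaniline, reads at 0 and 120 min; Test system: Procaspase-3 D3A mutant; Incubation: 1 h enzyme-compound preincubation, then 2 h substrate reaction, 25 °C; Repeats: singlicate, each compound tested once; Benchmarks: low control DMSO wells, high control DMSO plus 5 µM PC-3 D3A.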
LAP4-GFP MLPCN – modulators of LAP4-GFP expression in yeast, primary screen, S. cerevisiae, multiplex flow cytometry, MLPCN library; GFP response vs DMSO, % at 10 µM; 3 h; median GFP as percent of DMSO wells; actives 0.34% (n = 320,000); AID 2023, 2009;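 active means GFP response vs DMSO above a set limit, about the screen mean plus 3 SD, cut at about 150% in these data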
MEP2-GFP yeast – modulators of MEP2-GFP levels in yeast, primary screen, S. cerevisiae, multiplex flow cytometry, MLPCN library. S. cerevisiae MEP2-GFP strain, 3 h; 100% = DMSO control level. GFP response vs DMSO, % at 10 µM. actives 0.51% (n = 330,000). AID 2016, 2009;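 active means GFP response versus DMSO above a set limit, roughly screen mean plus 3 SD, cut at about 180% in these data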;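 further: median GFP fluorescence of the barcode-gated MEP2-GFP cells per well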
RPL19A TOR yeast – RPL19A-GFP expression modulators in yeast, primary screen, cell-based, S. cerevisiae, multiplex flow cytometry, MLPCN; S. cerevisiae RPL19A-GFP strain, 3 h; stronger effect = lower value; percent response vs DMSO, % at 10 µM; actives 0.3% (n = 330,000);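 active means percent response vs DMSO below 50%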;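 further: median channel GFP fluorescence of the barcoded RPL19A-GFP strain; ratio of sample median GFP to plate DMSO average so 100% = DMSO; lower means less RPL19A-GFP as with rapamycin TOR inhibition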
* = called active by the depositor; . = no result given.

cpd	Structure	CIT2-GFP yeast	procasp7 counter	AGP1 TOR yeast	AHR act	procasp3 activ	LAP4-GFP MLPCN	MEP2-GFP yeast	RPL19A TOR yeast
1	O=C(CSc1nnc(-c2cccs2)o1)N1CCCCC1	100.5	9.0	100.8	3.3	0.5	110.7	94.9	94.6
2	O=c1c2sccc2nc(SCc2ccc([N+](=O)[O-])cc2)n1Cc1ccccn1	99.5	0.5	97.8	3.3	-4.5	95.7	102.3	98.1
3	CCOC(=O)C1CCCN(C(=O)Nc2cccc(Cl)c2)C1 (configuration not stated)	102.0	7.9	101.8	0.2	9.2	105.1	96.6	98.9
4	COC(=O)c1c(NC(=O)CSc2nnc(C)c(=O)[nH]2)sc(C)c1C	90.8	0.3	89.9	6.3	-8.7	106.0	98.6	92.0
5	c1ccc(Cn2nnnc2C(c2cccs2)N2CCCCCC2)cc1 (configuration not stated)	96.9	-7.4	98.7	1.6	4.7	96.2	94.8	98.5
6	COc1ccccc1-c1sc2cc3c(cc2c1-c1ccc(OCCN2CCCCC2)cc1)OCO3	105.6	15.1	101.6	5.2	5.8	118.3	104.8	100.5
7	CCn1nc(NS(=O)(=O)c2ccc(NC(C)=O)cc2)c2cc3cc(C)ccc3nc21	109.5	0.0	109.2	11.6	-3.3	107.6	97.8	101.6
8	CCc1ccc(OCCNC(=O)c2ccccc2SCc2ccccc2)cc1	92.4	6.9	109.1	6.3	-3.4	112.5	105.0	105.0

cpd	Structure	CIT2-GFP yeast	procasp7 counter	AGP1 TOR yeast	AHR act	procasp3 activ	LAP4-GFP MLPCN	MEP2-GFP yeast	RPL19A TOR yeast
9	CCN1CCN(CCC(=O)Nc2cccc(C)c2)CC1	99.6	-8.9	106.6	3.1	0.5	102.1	108.4	104.2
10	C/C(=N\NC(=O)c1cc(C)nc2ccccc12)c1cccc(Cl)c1	108.8	10.7	100.8	10.2	4.0	90.3	102.8	105.8
11	CCCCN(C(=O)/C=C/c1ccco1)c1c(N)n(Cc2ccccc2)c(=O)[nH]c1=O	93.9	4.8	98.3	-1.3	-2.9	94.7	97.4	90.9
12	O=C1CCC(C(=O)N2CCN(c3ccc(F)cc3)CC2)CN1CC1CCCCC1 (configuration not stated)	99.9	3.4	103.9	1.1	6.2	96.3	102.4	99.2
13	Cc1ccc(C(=O)COC(=O)C2C3C=CC(C3)C2C(=O)OCC(=O)c2ccc(C)c(C)c2)cc1C (configuration not stated)	99.4	8.9	93.4	2.9	-3.3	85.5	93.9	97.0
14	O=C(COC(=O)/C=C/c1ccc(C(F)(F)F)cc1)NC1CCCC1	96.4	4.6	96.0	-0.8	2.2	95.4	92.6	96.3
15	CN(C(=O)c1ccco1)c1nc(-c2ccccc2)cs1	91.7	-6.4	88.1	6.3	-5.4	101.9	99.0	95.9
16	CC(=O)N1CCN(C(=S)c2ccc(Cl)cc2)CC1	108.0	-8.9	107.0	0.1	1.9	97.1	98.7	101.5

cpd	Structure	CIT2-GFP yeast	procasp7 counter	AGP1 TOR yeast	AHR act	procasp3 activ	LAP4-GFP MLPCN	MEP2-GFP yeast	RPL19A TOR yeast
17	C[C@H](CO)N1C[C@H](C)[C@@H](CN(C)Cc2ccc(C(=O)O)cc2)Oc2c(NS(=O)(=O)c3cccs3)cccc2C1=O	98.8	2.0	93.9	-1.3	6.7	93.6	92.2	94.8
18	CC(=O)N1CCCc2cc(S(=O)(=O)Nc3ccccc3C)ccc21	99.5	-1.0	101.4	2.0	2.7	110.7	100.2	100.0
19	COc1ccc(C(=O)Nc2ccccc2C(=O)N/N=C/c2ccccn2)cc1OC	100.5	2.4	115.2	41.1	-5.4	114.4	96.4	92.8
20	CCO/C(C)=N/n1c2nc3ccccc3nc2c2c(=O)n(C3CCCC3)c(C)nc21	106.2	10.4	102.8	24.2	-1.3	101.7	112.7	101.3
21	COc1ccccc1-c1cc(C(=O)N/N=C\c2cn(C)nc2C)c2ccccc2n1	103.3	-3.1	98.5	13.7	2.0	95.5	101.1	98.4
22	COc1ccc(S(=O)(=O)NCc2ccncc2)cc1NC(=O)c1ccccc1F	86.0	6.9	98.4	-6.7	7.6	97.7	96.0	93.8
23	CC(=O)c1cnc2c(-c3ccccc3)c(C)nn2c1C	86.5	-7.1	90.3	-4.3	-8.4	106.2	110.1	97.3
24	CCC1CCCCN1C(=O)COc1ccccc1NC(C)=O (configuration not stated)	100.7	-1.9	98.5	13.3	-1.1	98.3	92.0	93.0

cpd	Structure	CIT2-GFP yeast	procasp7 counter	AGP1 TOR yeast	AHR act	procasp3 activ	LAP4-GFP MLPCN	MEP2-GFP yeast	RPL19A TOR yeast
25	COc1ccc(OC)c(N(CC(=O)N2CCCC2)S(=O)(=O)c2ccc(C)cc2)c1	100.3	7.7	101.0	-0.8	3.9	100.5	104.2	102.9
26	NC1=NC(=Nc2cccc(S(=O)(=O)N3CCOCC3)c2)c2ccccc21	85.4	5.7	91.6	0.2	0.2	92.9	91.7	92.1
27	Cn1c(SCC(=O)OC2CCCCC2)nnc1-c1ccc2c(c1)OCO2	102.0	4.2	106.4	1.4	-8.1	108.7	111.6	101.3
28	O=C(O)CSCC(=O)Nc1ccc(-c2nc3ccccc3s2)cc1	88.4	-0.8	73.3	17.1	-11.1	107.9	94.5	93.4
29	COc1ccc(N2CCN(C(=O)CNS(=O)(=O)c3ccc(C)cc3)CC2)cc1	98.4	7.5	104.3	-1.0	-3.2	103.5	103.5	107.8
30	O=[N+]([O-])c1ccc(N2CCCCC2)cc1	94.2	-4.5	100.5	-0.8	-6.9	103.6	96.0	100.4
31	CC(C)(C)n1nc2c(c1NC(=O)Cc1cccs1)CSC2	88.5	-5.3	96.9	3.3	6.8	87.4	85.5	102.7
32	CCOC(=O)N/N=C/c1cc(OC)c(O)c(OC)c1	112.1	9.7	103.9	1.1	-3.3	95.3	110.5	107.3

cpd	Structure	CIT2-GFP yeast	procasp7 counter	AGP1 TOR yeast	AHR act	procasp3 activ	LAP4-GFP MLPCN	MEP2-GFP yeast	RPL19A TOR yeast
33	NS(=O)(=O)c1ccccc1NC(=S)Nc1ccccc1S(N)(=O)=O	117.7	-0.4	111.3	1.7	-0.7	106.2	115.6	113.8
34	O=C(C1CCCN(Cc2nc(-c3ccc(Cl)cc3)no2)C1)N1CCOCC1 (configuration not stated)	89.9	-3.5	88.3	7.7	-2.4	86.7	89.9	93.3
35	O=C(NNC(=O)c1ccccc1O)c1ccc(NS(=O)(=O)c2ccc(F)cc2)cc1	86.3	-14.9	88.4	15.9	8.2	96.0	85.3	89.7
36	C=CCSc1nnc(Cc2cc(=O)[nH]c(=O)[nH]2)n1-c1cc(C)ccc1C	100.1	5.7	105.1	0.0	7.6	106.0	104.1	102.7
37	Cc1ccc(S(=O)(=O)Nc2ccccc2-c2ccccc2)cc1	83.8	-6.2	98.8	0.0	6.6	103.2	96.6	93.4
38	CC(/C=N/NC(=O)COc1ccccc1C)=N\NC(=O)COc1ccccc1C	119.4	5.4	115.5	-0.7	-1.3	110.8	113.0	107.1
39	NS(=O)(=O)c1ccc(NC(=O)COC(=O)COc2ccc(Br)cc2)cc1	100.5	-9.9	98.6	1.4	-4.2	100.7	108.0	94.7
40	CSc1ccc(CN(C)CC(=O)N(C)CC(=O)Nc2ccccc2Br)cc1	93.9	5.9	93.8	0.0	4.6	96.7	103.7	95.9

cpd	Structure	CIT2-GFP yeast	procasp7 counter	AGP1 TOR yeast	AHR act	procasp3 activ	LAP4-GFP MLPCN	MEP2-GFP yeast	RPL19A TOR yeast
41	CCC(=O)Nc1c(C)cc(C)cc1Cl	100.8	2.0	101.3	-0.7	1.9	101.2	101.2	97.9
42	COc1cc2c(cc1OC)C(C)N(S(=O)(=O)c1ccc(Cl)nc1)CC2 (configuration not stated)	86.5	7.8	90.7	3.1	7.1	86.7	89.1	89.8
43	CC(C)CN(C(=O)CN1CCCCCC1)c1c(N)n(CC(C)C)c(=O)[nH]c1=O	103.3	2.3	105.6	2.3	3.6	106.5	96.5	98.0
44	C=CCc1cccc2cc(C(=O)N3CCN(c4ccccn4)CC3)c(=O)oc12	94.0	-7.1	97.4	6.8	-4.3	100.8	100.9	96.3
45	Cc1cccc(-c2cc3nc(-c4ccccc4)cc(=O)n3[nH]2)c1	100.4	3.9	96.5	89.1*	2.7	88.4	105.3	104.3
46	CCOC(=O)C1=C(c2ccccc2)N=C2SCC(=O)N2C1c1cccc(OC)c1 (configuration not stated)	105.4	-3.6	99.5	1.5	-3.1	97.1	99.8	97.2
47	CCn1nnnc1SCC(=O)c1ccc(C)cc1	99.0	-0.1	.	4.2	-2.7	109.3	99.9	100.1
48	CSCCC(NC(=O)c1cccc(C)c1)C(=O)NNC(=O)c1cccs1 (configuration not stated)	90.2	-4.5	100.3	7.7	-0.6	96.2	97.2	93.3
49	CN(c1ccc(OCC(=O)Nc2ccc3[nH]c(=O)[nH]c3c2)cc1)S(=O)(=O)c1ccc(Cl)cc1	92.1	5.2	101.7	1.2	-6.7	100.3	104.3	99.7
50	Cc1cc(C)nc(NC(=O)CSc2nccc(C)n2)n1	100.9	8.3	100.0	2.7	0.1	95.1	97.2	105.0
51	COc1ccc(CCNC(=S)Nc2ccccc2)cc1	97.9	0.5	98.5	-1.9	-2.6	112.0	102.3	92.5

Compound profiles (already shown). Order of screens: CIT2-GFP yeast, procasp7 counter, AGP1 TOR yeast, AHR act, procasp3 activ, LAP4-GFP MLPCN, MEP2-GFP yeast, RPL19A TOR yeast
Results for CCOC(=O)C1=C(c2ccccc2)N=C2SCC(=O)N2C1c1cccc(OC)c1 (configuration not stated) = 105.4, -3.6, 99.5, 1.5, -3.1, 97.1, 99.8, 97.2
Results for COc1cc2c(cc1OC)C(C)N(S(=O)(=O)c1ccc(Cl)nc1)CC2 (configuration not stated) = 86.5, 7.8, 90.7, 3.1, 7.1, 86.7, 89.1, 89.8
Results for C=CCc1cccc2cc(C(=O)N3CCN(c4ccccn4)CC3)c(=O)oc12 = 94.0, -7.1, 97.4, 6.8, -4.3, 100.8, 100.9, 96.3
Results for COc1ccc(CCNC(=S)Nc2ccccc2)cc1 = 97.9, 0.5, 98.5, -1.9, -2.6, 112.0, 102.3, 92.5
